Screening data from PubChem BioAssay.
CaV13 ICDI inh: Disruptors of the CACNA1D IQ motif to Ca2+-dependent inactivation inhibitor domain association, primary screening, Förster resonance energy transfer in intact living …. hit rate 0.098% among 340,000. inhibition, % at 12.3 µM. HEK cells, CFP/YFP FRET ICDI-IQ, plate reader, 10 min; percent FRET-ratio fall versus neutral wells;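 active = mean replicate inhibition of at least 30% and at least 1% of replicates passing that level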;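 note: 0% = median of the neutral control wells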
Cardio protect: cardioprotection against H2O2-induced cell death, primary screen, uHTS, H9c2 cells, ATPLite luminescence. hit rate 0.63% among 360,000. H9c2 cardiomyocytes, H2O2 injury protection, 2 h. protection from H2O2 cell death, % at 20 µM. AID 588492, 2011;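 active = compounds giving at least 50% protection of heart cells from peroxide-induced death in the single-dose screen, raw or plate-pattern-corrected value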;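 note: 0% = DMSO wells with peroxide and 100% = DMSO wells without peroxide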
Granule exo inh: LAMP-1 surface exposure blockers, TALL-104 cells – cell-based, flow cytometry, MLPCN library, primary screen | TALL-104 LAMP-1 surface exposure; cells stimulated with thapsigargin and PMA | inhibition, % at 10 µM | hit rate 0.66% among 360,000 | AID 651702, 2012;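 active = inhibition above about 55%, limit read from the data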
PDI inh: inhibitors of human PDI, primary screen, biochemical, turbidity, single point, plate reader; inhibition, % at 10 µM; PDI insulin aggregation turbidity, A650, 90 min; Protein disulfide-isomerase (Homo sapiens), P07237; hit rate 0.052% among 350,000;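 active = mean inhibition across replicates of 30% or more, whatever share of single replicates reach that level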;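 note: absorbance from insulin aggregation driven by PDI reduction with DTT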
Target sequence (P07237 whole entry, looked up): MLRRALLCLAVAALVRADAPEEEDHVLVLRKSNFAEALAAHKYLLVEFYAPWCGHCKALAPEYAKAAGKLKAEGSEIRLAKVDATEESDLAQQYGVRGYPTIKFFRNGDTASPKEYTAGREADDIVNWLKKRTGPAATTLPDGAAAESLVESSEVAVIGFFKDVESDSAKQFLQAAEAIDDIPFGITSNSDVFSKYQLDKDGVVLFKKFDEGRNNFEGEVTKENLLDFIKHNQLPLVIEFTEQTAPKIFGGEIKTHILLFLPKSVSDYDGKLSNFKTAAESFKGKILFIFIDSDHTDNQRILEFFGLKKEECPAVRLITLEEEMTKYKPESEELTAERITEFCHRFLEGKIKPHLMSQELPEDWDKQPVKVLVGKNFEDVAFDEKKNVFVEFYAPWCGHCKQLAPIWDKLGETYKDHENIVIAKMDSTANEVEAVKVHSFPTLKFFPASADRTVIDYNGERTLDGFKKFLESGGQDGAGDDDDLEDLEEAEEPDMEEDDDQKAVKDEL
hiPSC survival: enhancers of single-cell hiPSC survival, primary screen, ATPlite luminescence. AID 602274, 2012. 100% = ROCK inhibitor wells, 0% = DMSO. survival enhancement, % at 20 µM. hit rate 0.044% among 360,000; in the data active = survival enhancement above about 18%;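 note: cells exposed to compounds for 16 hours before the ATP read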
Vif imaging: HIV Vif self-association inhibitors, primary screen, imaging, HEK293T, single point; HEK293T cells, Vif self-association by quenched fluorescence, 24 h; inhibition, % at 7.49 µM; hit rate 0.35% among 340,000; AID 602346, 2012; in the data active = inhibition above about 50%, passing the limit was not always enough; note: some results filed as inactive read as strong as hits
ABCB6 inh MLPCN: ABCB6 transporter inhibitors, primary screen, K562-ABCB6 cells, flow cytometry, MLPCN library; ATP-binding cassette sub-family B member 6 (Homo sapiens), Q9NP58; K562-ABCB6 porphyrin accumulation, 1 h; hits give low values; fluorescence ratio to DMSO, % at 10 µM; hit rate 0.19% among 360,000; AID 602162, 2011;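 active = fluorescence ratio to DMSO below 75%, the collection mean minus 3 SD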;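 note: signal is porphyrin accumulated inside mitochondria; 100% equals median channel fluorescence of DMSO control wells; lower ratio means ABCB6 inhibition with less porphyrin fluorescence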
HTR2A ag: mouse Htr2a agonists via beta-arrestin recruitment, primary screen, cell-based, luminescence; CHO-K1 mHTR2A beta-arrestin complementation; percent of 30 µM serotonin response; activation, % at 7.6 µM; AID 624169, 2012; 5-hydroxytryptamine receptor 2A (Mus musculus), P35363; hit rate 0.66% among 360,000;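 active = activation above a run cutoff, the mean activation of all tested compounds plus 3 SD, cut at about 14% in these data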;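 note: 0% = plate median of compound wells and 100% = 30 µM serotonin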
Target sequence (P35363 whole entry, looked up): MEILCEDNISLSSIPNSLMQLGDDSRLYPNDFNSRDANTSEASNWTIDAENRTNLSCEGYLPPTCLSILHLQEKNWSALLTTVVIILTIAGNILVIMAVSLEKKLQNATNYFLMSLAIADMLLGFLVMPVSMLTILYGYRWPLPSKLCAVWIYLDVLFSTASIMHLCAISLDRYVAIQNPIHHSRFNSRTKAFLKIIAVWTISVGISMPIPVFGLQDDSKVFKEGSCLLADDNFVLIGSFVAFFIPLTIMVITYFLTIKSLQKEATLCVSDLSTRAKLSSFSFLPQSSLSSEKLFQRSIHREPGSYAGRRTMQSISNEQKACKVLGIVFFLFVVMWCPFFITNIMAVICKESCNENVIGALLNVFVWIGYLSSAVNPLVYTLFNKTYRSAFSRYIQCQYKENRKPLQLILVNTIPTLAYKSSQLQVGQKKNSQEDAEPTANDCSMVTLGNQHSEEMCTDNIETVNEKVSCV
aDG glyco act: activators of alpha-DG glycosylation, primary screen, uHTS, Pro5-aDG cells, AlphaScreen; alpha-DG glycosylation AlphaScreen (IIH6); 0% Pro5, 100% B10-LARGE cell signal; activation, % at 10 µM; hit rate 0.22% among 360,000;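 active = activation of at least 8% versus controls, or a plate z-score of at least 8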;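 note: Pro5 are CHO cells carrying HIG-tagged alpha-DG that lacks glycosylation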
N-glyco inh: increase of ERlucT glycosylation luciferase signal, primary screen, N-linked glycosylation inhibitor project, D54 ERlucT cells, luminescence, set 2 | D54 ERlucT glycosylation luciferase reporter, 24 h; percent of 100 nM tunicamycin response | reporter increase, % at 12.5 µM | hit rate 0.23% among 360,000;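 active = mean luciferase reporter signal, scaled so untreated is 0 and the glycosylation-blocking control 100, at or above a set limit in every replicate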;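 note: luciferase carries N-glycosylation sites so blocking glycosylation raises the light; 0% = median of neutral control wells and 100% = median of 100 nM tunicamycin wells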
* = called active by the depositor; . = not tested or not shown.

structure,CaV13 ICDI inh,Cardio protect,Granule exo inh,PDI inh,hiPSC survival,Vif imaging,ABCB6 inh MLPCN,HTR2A ag,aDG glyco act,N-glyco inh
CCN(CC)S(=O)(=O)c1ccc(NC(=O)COC(=O)CNS(=O)(=O)/C=C/c2ccccc2)cc1,-3,-8,0,6,2.5,3,95,-1,0.0,1
COc1ccc(/C=N/NC(=O)c2ccccc2F)cc1CN1CCN(c2ccc(F)cc2)CC1,-4,3,-1,2,0.3,.,101,-6,-0.1,-1
COc1cc(NS(C)(=O)=O)cc(OC)c1OC,18,3,3,-1,-0.2,3,95,7,-0.3,0
Cc1ccc(C)c(N2CCN(C(=O)CCc3nc(-c4ccccc4Br)no3)CC2)c1,-10,-18,2,-3,-0.7,-1,98,12,1.0,-1
O=Cc1ccccc1OCCCOc1cccc2cccnc12,-1,0,13,0,-0.1,-2,93,-5,0.0,10
C=CCn1c(SCC(=O)NC(=O)NC)nnc1C1CCCCC1,-4,-3,-4,-2,-0.1,0,99,0,0.5,0
Cc1cc(Cl)ccc1NC(=S)N1CCC(C(N)=O)(N2CCCCC2)CC1,-5,7,12,6,0.2,4,95,1,0.1,-1
O=C(O)c1ccc(CSc2nc3ccccc3c(=O)n2-c2ccccc2)cc1,-10,3,14,-3,0.0,27,102,2,0.2,1
O=C(Cc1c(F)cccc1Cl)N(Cc1ccccc1)c1ccccn1,-2,12,4,1,0.3,-3,99,1,-0.2,-1
O=C(NNC(=O)C1CC1)c1ccc(-c2ccccc2)cc1,-8,2,13,4,-1.6,.,99,-3,-0.1,2
Clc1ccccc1-c1nnn(Cc2ccc(-c3nn[nH]n3)cc2)n1,0,8,4,-3,7.0,6,95,-3,-0.1,3
COc1ccc2cc(C3=CC(=O)C[C@H](c4ccc5c(c4)OCO5)C3)ccc2c1,-5,-17,7,-1,-1.2,-8,99,9,-0.1,-6
Cc1ccc(/C(O)=C2\C(=O)C(=O)N(CCc3c[nH]c4ccccc34)C2c2cccnc2)cc1 (stereo not given),1,0,-1,-2,2.6,12,95,4,-0.1,1
COc1ccc(N(C(=O)c2ccn[nH]2)C(C(=O)NC(C)(C)C)c2ccc(F)cc2)cc1 (stereo not given),-6,10,0,-8,6.3,8,91,-1,0.1,1
CN(Cc1ccccc1)C(=O)COC(=O)c1ccccc1SCC(=O)N1CCCC1,-4,2,-1,3,0.0,.,93,4,0.0,-1
Cc1cccc(OCC(=O)Nc2ccc3c(c2)nc(CN2CCCCC2)n3C)c1,-5,-4,7,1,-0.8,-6,100,-7,0.1,-9
CC(C(=O)c1c[nH]c(C(N)=O)c1)c1ncc(C(F)(F)F)cc1Cl (stereo not given),6,7,-3,1,0.3,7,98,5,-0.1,0
Cc1cccc(C(=O)N2CCN(C(=O)c3cccc(C)c3)C(C)C2)c1 (stereo not given),0,-4,-4,-5,0.7,-11,92,1,-0.1,-6
CC1CCCN(C(=O)CN2C(=O)c3ccccc3C2=O)C1 (stereo not given),-4,0,1,6,-0.6,-1,104,4,-0.4,2
O=C(C1CCC1)N1CCC(O)(c2cccc(F)c2)CC1,-7,11,-2,-4,0.3,3,100,8,0.4,2
N#CCSc1ccccc1NC(=O)COC(=O)Cc1c[nH]c2ccccc12,-6,2,-1,15,-0.4,-2,136,-1,0.0,1
C/C(=N\NC(=O)CNC(=O)C1COc2ccccc2O1)c1ccco1 (stereo not given),-14,-2,4,-6,3.4,17,99,-5,0.0,1
CCN(C(=O)COC(=O)CCC(=O)c1cccs1)C1CCCCC1,-6,-1,-4,0,0.2,8,95,4,-0.1,2
Cc1ccc(NS(=O)(=O)c2ccc(Cl)c(C(=O)Nc3ccccc3-c3nc4ccccc4[nH]3)c2)cc1C,-5,-14,14,-3,-1.2,2,94,-4,0.0,-3
COc1ccc(NC(=O)CN2CCC(C(N)=O)(N3CCCCC3)CC2)c(OC)c1,-2,4,1,-8,-0.7,-4,95,-6,0.1,-1
Cc1ccc(N2CCN(C(=S)c3ccc(N(C)C)cc3)CC2)cc1,-5,-15,-1,1,-1.2,66*,111,-7,0.3,-3
Cc1cccc(C)c1-n1cccc1/C=C1\SC(=S)N(c2cccc(C(=O)O)c2)C1=O,-4,-10,0,-1,6.7,2,104,0,1.8,1
COC(=O)C1=C(C(=O)OC)[C@@H]2Nc3ccccc3[C@@]23C[C@@H](C(=O)OC)N(C(C)=O)C3=N1,-9,12,14,-1,-1.5,-6,99,-1,-0.3,2
O=C(NCc1ccco1)/C(=C/C=C\c1ccccc1)NC(=O)c1ccc(Br)o1,-6,-3,0,7,-0.6,-4,100,-5,-0.3,-1
O=[N+]([O-])c1ccc(C2(O)CN(c3ccccc3)C3=[N+]2CCS3)cc1 (stereo not given),-7,-7,0,-2,-0.1,-3,102,2,0.0,-1
COc1ccc(-c2csc(NC(=O)c3ccc(N4C(=O)CCC4=O)cc3)n2)cc1,-7,-7,-1,2,-0.6,26,100,5,0.3,0
O=C(CCCCCn1c(=S)[nH]c2ccccc2c1=O)N1CCOCC1,-3,2,2,-9,0.4,-1,96,2,0.1,2
COc1ccccc1/C=C/C(=O)OCC(=O)NCc1ccc2c(c1)OCO2,-2,-3,-2,7,0.9,-5,98,5,0.2,0
COC(=O)c1ccc(COC(=O)C2CCN(S(=O)(=O)c3ccccc3C(=O)OC)CC2)cc1,-6,-6,-1,13,-0.6,-6,99,-4,0.2,3
C=CCn1c(CCNC(=O)c2ccccc2F)nnc1SCC(=O)Nc1nc(C)cs1,1,5,1,-21,2.9,-3,112,5,-0.1,-1
COc1ccc2c(c1)c1nnc(SCC(=O)NC3CC3)nc1n2C,-3,-2,10,-1,-0.7,0,98,-4,0.0,6
CCCCNC(=O)C1CCN(Cc2ccc(OCc3ccccc3)cc2)CC1,-5,-3,5,0,-5.0,22,108,-7,2.0,-5
Cc1ccc[n+](/C(C(=S)NCc2ccco2)=C(/[O-])c2ccccc2Cl)c1,-6,0,0,7,-0.6,-5,101,0,0.6,-1
O=C(CN1C(=O)NC2(CCCCC2)C1=O)Nc1cc(C(F)(F)F)ccc1N1CCCCC1,-5,0,2,2,-0.2,10,95,2,0.2,-1
COc1ccc(NC(=O)COc2ccccc2Cc2ccccc2)cc1S(N)(=O)=O,-7,-7,15,-14,0.3,-22,94,3,0.6,0

Pulled one by one from above:
structure,CaV13 ICDI inh,Cardio protect,Granule exo inh,PDI inh,hiPSC survival,Vif imaging,ABCB6 inh MLPCN,HTR2A ag,aDG glyco act,N-glyco inh
CC1CCCN(C(=O)CN2C(=O)c3ccccc3C2=O)C1 (stereo not given),-4,0,1,6,-0.6,-1,104,4,-0.4,2
COc1ccc(NC(=O)CN2CCC(C(N)=O)(N3CCCCC3)CC2)c(OC)c1,-2,4,1,-8,-0.7,-4,95,-6,0.1,-1

Next part:
structure,CaV13 ICDI inh,Cardio protect,Granule exo inh,PDI inh,hiPSC survival,Vif imaging,ABCB6 inh MLPCN,HTR2A ag,aDG glyco act,N-glyco inh
COC(=O)c1c(NC(=O)COC(=O)c2ccc(NC(=O)CC#N)cc2)sc2c1CCCCC2,-20,-6,0,3,-0.8,-17,98,-1,-0.3,-3
CN(C)CCNC(=O)/C(=C/c1ccc(-c2cccc(Cl)c2)o1)NC(=O)c1ccccc1,-6,3,14,2,2.1,5,105,-3,-0.4,-1
Cc1ccnc(NS(=O)(=O)c2ccc(NC(=O)c3cc(-c4ccc(Br)cc4)nc4ccccc34)cc2)n1,-3,-11,11,-6,-0.4,12,99,0,-0.3,3
COCCNCCOc1ccccc1-c1ccccc1,-4,0,-1,1,1.3,10,98,-2,0.0,1
Cc1cccc(N2CCN(C(=O)c3ccc(NC4=NC5CS(=O)(=O)CC5S4)cc3)CC2C)c1 (stereo not given),-3,4,-2,5,-0.3,9,94,2,-0.2,3
COc1nc(OC)nc(N2CCC(C(=O)NCc3ccc(F)cc3)CC2)n1,-5,2,1,1,4.0,-7,101,-2,0.1,2
CC1CCCCN1C(=O)CSc1nc2ccsc2c(=O)n1Cc1ccccn1 (stereo not given),-5,9,1,1,-1.8,-7,88,-4,0.0,2
COCCNC(=O)c1onc(CSc2ccc(F)c(F)c2)c1C(=O)NCCOC,-5,2,-2,-3,-2.2,2,99,1,-0.5,1
Cc1ccc(S(=O)(=O)N(C)c2ccc(OCC(=O)OCC(=O)N(CC#N)c3ccccc3)cc2)cc1,-14,8,-6,7,0.6,-9,101,-4,-0.2,0
CC(C)NS(=O)(=O)c1ccc(NC(=S)NC(=O)c2cccc([N+](=O)[O-])c2)cc1,-5,-3,-1,0,-1.6,-3,96,-10,0.5,1
O=C(NCc1ccccn1)C1CCCN(S(=O)(=O)c2cc(Cl)ccc2Cl)C1 (stereo not given),.,-34,8,-7,-2.7,29,98,-7,-0.3,-15
CCCC(C(=O)Nc1cc(S(=O)(=O)N2CCOCC2)ccc1OC)c1ccccc1 (stereo not given),-3,1,1,-3,-0.2,.,96,-1,0.1,3
CN(C)C(=O)c1ccc(NC(=O)c2ccc(-c3ccc(Cl)cc3)o2)cc1,-7,-9,-1,5,0.1,0,95,6,0.3,1
COc1cccc(C(=O)/C=C/Nc2cccc(O)c2)c1,-8,-17,8,-1,-5.7,-4,100,-1,-0.3,-16
O=c1c(Cc2ccc(Cl)cc2)c(O)ccn1Cc1ccncc1,3,8,-9,0,0.0,-3,101,-8,-0.2,2
COC(=O)c1ccc(N/C(=N/S(=O)(=O)c2ccccc2)c2ccccc2)cc1,-3,-4,-6,14,-1.0,-4,95,-4,0.6,-4
Cn1c(=O)c2c(nc(NC3CCCCC3)n2CC(=O)C23CC4CC(CC(C4)C2)C3)n(C)c1=O,-3,12,-2,11,0.4,1,92,2,2.7,-4
O=C(COC(=O)CCNS(=O)(=O)c1ccccc1)NC(=O)Cc1ccccc1,-6,18,12,-2,-0.4,-3,93,0,-0.1,-2
COC(=O)c1sccc1S(=O)(=O)Nc1ccc(C(O)(C(F)(F)F)C(F)(F)F)cc1,-10,-4,11,14,0.0,.,98,-8,-0.2,2
CN(C)CCNC(=O)C(=O)NCC1CCCN1S(=O)(=O)c1cccs1 (stereo not given),-6,1,-15,4,0.0,-6,98,9,0.1,1
Cc1ccc(C(=O)O)c(NC=O)c1OCc1ccccc1,-10,-4,-3,-5,-0.1,-9,96,-2,-0.1,2
O=C(CN1C(=O)C2C3C=CC(C3)C2C1=O)NCc1ccccc1 (stereo not given),-5,0,-1,-1,-0.9,-18,97,0,-0.1,2
CC(C)(C)c1ccc(C(=O)NCC(=O)OCC(=O)Nc2nc(-c3ccc(F)cc3)cs2)cc1,-2,-9,-1,-2,-0.6,3,100,1,0.1,1
CN(C)c1c(N)c(=O)oc2ccccc12,-8,4,0,1,0.8,2,100,3,0.0,0
